# A3A deaminase – inhibitors of human APOBEC3A DNA deaminase. AID 493011. P31941. recombinant A3A, FAM/TAMRA ssDNA deamination fluorescence. inhibition, % at 20 µM. actives 0.41% (n = 330,000);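 active = at least 40% inhibition at 20 µM here, with at most 30% in a related deaminase screen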;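 note: plate controls were A3A with DMSO for no effect and wells lacking A3A enzyme for full effect; some results filed as inactive read as strong as hits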
# Target sequence (P31941 whole entry, looked up): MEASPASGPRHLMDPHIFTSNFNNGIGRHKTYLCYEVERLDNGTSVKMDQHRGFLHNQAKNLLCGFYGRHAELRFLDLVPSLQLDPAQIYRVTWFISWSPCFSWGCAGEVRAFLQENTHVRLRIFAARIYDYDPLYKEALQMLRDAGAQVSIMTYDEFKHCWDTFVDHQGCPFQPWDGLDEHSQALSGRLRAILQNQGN
# NR3A LBD binder – NR3A (human) ligand-binding domain modulation. NR3A LBD differential scanning fluorimetry, Tm shift; 0% = protein alone, 100% = glycine-bound protein. Tm shift relative to glycine control, % at 25 µM. actives 2.5% (n = 340,000). AID 1259313;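 active = melting temperature shift of at least 10% of the positive control shift, at one fixed dose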
# hIAP inh – blocks human intestinal alkaline phosphatase. purified IAP, CDP-Star luminescence, 30 min. inhibition, % at 10 µM. actives 0.12% (n = 330,000). AID 2544;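 active = inhibition reaching a set limit with compound at 10 µM in the primary screen, cut at about 35% in these data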;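 note: plate controls were DMSO wells with enzyme for no effect and no-enzyme buffer wells for full effect; values of inactives mirror those of a sister screen read the other way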
# Target sequence (P09923 whole entry, looked up): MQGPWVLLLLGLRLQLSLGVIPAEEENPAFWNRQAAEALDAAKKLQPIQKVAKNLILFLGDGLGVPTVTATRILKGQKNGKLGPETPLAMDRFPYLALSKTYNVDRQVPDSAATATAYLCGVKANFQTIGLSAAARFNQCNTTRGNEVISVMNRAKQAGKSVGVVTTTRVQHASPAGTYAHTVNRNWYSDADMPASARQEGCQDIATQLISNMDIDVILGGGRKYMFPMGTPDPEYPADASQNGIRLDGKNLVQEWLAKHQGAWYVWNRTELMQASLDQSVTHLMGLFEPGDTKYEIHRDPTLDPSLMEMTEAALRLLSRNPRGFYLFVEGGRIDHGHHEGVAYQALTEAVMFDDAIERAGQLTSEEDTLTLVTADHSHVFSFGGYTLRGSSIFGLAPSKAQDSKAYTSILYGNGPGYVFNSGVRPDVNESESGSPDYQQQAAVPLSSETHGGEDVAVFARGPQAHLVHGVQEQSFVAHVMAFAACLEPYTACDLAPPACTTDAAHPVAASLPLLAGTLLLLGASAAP
# mIAP activ – mouse IAP activation | muIAP, CDP-Star luminescence, 30 min; stronger effect = higher value; 1 = vehicle-only enzyme signal, 0 = enzyme-free wells | activation factor at 10 µM | actives 0.24% (n = 330,000);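 active = activation factor of at least 2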; note: the source names both 10 and 20 µM as test concentration; values of inactives mirror those of a sister screen read the other way
#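 System: Mouse IAP enzyme | Also added: CDP-Star substrate | Dosing: Compounds dispensed in DMSO | Schedule: 30 min enzyme-substrate-compound incubation at room temperature | Technique: Chemiluminescence readout | Control set: DMSO-only wells and no-enzyme negative control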
# MPTP inh – inhibitors of mitochondrial permeability transition pore; actives 1.4% (n = 360,000); AID 602449; isolated mouse mitochondria, Ca2+ swelling absorbance, 30 min; inhibition, % at 10 µM;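 active = inhibition of 50% or more, scaled per plate between neutral and stimulator controls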;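 note: 0% = DMSO wells given calcium and 100% = 1 mM EGTA wells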
# beta cell repl – induces beta-cell replication in MIN6 cells; proliferation, % at 10 µM; AID 2380; MIN6 cells proliferation, ATPlite luminescence, 48 h; cells starved in 0.2% serum; 100% = growth in 10% serum; actives 0.29% (n = 330,000);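 active = compounds whose signal lies at least 3.5 SD above the mean of all wells on their plate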;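 note: 0% = DMSO-treated cells in low-serum medium and 100% = 10% serum control; some compounds called inactive have numbers as strong as hits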
# hIAP activ – human IAP activation | P09923 | activation factor at 10 µM | actives 0.16% (n = 330,000) | purified human IAP, CDP-Star luminescence, 30 min; stronger effect = higher value; 1 = vehicle-only enzyme, 0 = enzyme-free background | AID 2524;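 active = activation factor of the enzyme at least 2-fold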; note: the source names both 10 and 20 µM as test concentration; values of inactives mirror those of a sister screen read the other way
# mIAP inh – mouse IAP inhibition | actives 0.2% (n = 330,000) | purified mouse IAP, CDP-Star luminescence, 30 min | inhibition, % at 10 µM | AID 2806;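 active = inhibition of at least 40% at 10 µM in the primary screen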;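 note: plate controls were DMSO with enzyme for no effect and no enzyme wells for full effect; values of inactives mirror those of a sister screen read the other way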
# APOBEC3G inh – blocks human APOBEC3G single-stranded DNA deamination; Q9HC16; inhibition, % at 20 µM; recombinant A3G, ssDNA deamination FAM/TAMRA fluorescence; actives 0.28% (n = 330,000); AID 493012;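 active = inhibition of at least 40% at 20 µM, with no more than 30% in the related APOBEC3A deaminase screen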;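 note: plate controls were DMSO wells with A3G for no effect and wells lacking A3G enzyme for full effect; some compounds called inactive have numbers as strong as hits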
# * marks the source's active call; other numbers are inactive results; x = no result given.
(1) CC1CN(C(=O)COC(=O)c2ccc(Cl)nc2)CC(C)O1 (stereo unspecified)
(2) CCOc1nc(-c2ccccc2Cl)nc2ccccc12
(3) CC1CC(C)CN(S(=O)(=O)c2ccc(NC(=O)C3CC(=O)N(Cc4ccccc4)C3)cc2)C1 (stereo unspecified)
(4) O=C(CSc1nnnn1-c1ccccc1)Nc1ccccc1
(5) CC(OC(=O)C1CC1)C(=O)Nc1ccc([N+](=O)[O-])cc1Cl (stereo unspecified)
(6) Cn1c(N)c(C(=O)COC(=O)c2cc(C3CC3)nc3ccccc23)c(=O)n(Cc2ccccc2)c1=O
(7) CC1(C)CC(CCN)(Cc2ccccc2Cl)CCO1 (stereo unspecified)
(8) CC1CCc2sc(C(=O)N/N=C/c3ccc(O)cc3)cc2C1 (stereo unspecified)
(9) CCOc1ccc(N2C(=O)C3C(C2=O)C3(c2ccccc2)c2ccccc2)cc1 (stereo unspecified)
(10) O=C(NCc1ccco1)C(c1ccco1)N(Cc1cccs1)C(=O)Cn1nnc2ccccc21 (stereo unspecified)

Screen / compound no.	1	2	3	4	5	6	7	8	9	10
A3A deaminase	0	0	2	-4	-2	-1	-2	4	-2	4
mIAP activ	1	0.98	1.2	1	1.1	1	1	0.93	1.1	1
MPTP inh	-0.1	-1.4	0.1	0.2	-1.6	-0.4	1.4	15	0.7	1.3
hIAP inh	-24	6	-31	-3	0	-3	-14	4	24	0
APOBEC3G inh	-3	0	-7	-5	-7	-13	-5	-3	-3	1
hIAP activ	1.2	0.94	1.3	1	1	1	1.1	0.96	0.76	1
mIAP inh	0	2	-16	-1	-10	0	-3	7	-5	-1
beta cell repl	2	0	-4	1	-2	-8	3	-6	0	8.0*
NR3A LBD binder	0	4	-2	-1	3	18*	1	10	-12	3

(11) CC(C)CNC(=O)C1CCCN(S(=O)(=O)c2ccc(-n3cnnn3)cc2)C1 (stereo unspecified)
(12) Cc1ccc(S(=O)(=O)NC(c2ccccc2)C(C)C(=O)n2nc(C)cc2C)cc1 (stereo unspecified)
(13) CCn1c(=O)c2ccccc2n(CC(=O)NCCC2=CCCCC2)c1=O
(14) Cn1c(=O)c([N+](=O)[O-])c(NCCCn2ccnc2)c2ccccc21
(15) COc1cc(C(=O)Nc2cccc(-c3nnc(-c4ccco4)o3)c2)ccc1OC(C)=O
(16) COc1ccc(/C=C/C(=O)Nc2cccc(N3CCOCC3)c2)cc1OC
(17) O=C(CCc1nc2ccccc2c(=O)[nH]1)Nc1cc(Cl)ccc1N1CCCC1
(18) Cc1cccc(-n2c(-c3ccco3)nc3nc4ccccc4nc32)c1
(19) COc1ccc(NC(=O)CN2CCC(C(=O)c3ccc(F)cc3)CC2)c(OC)c1
(20) NC(=O)c1nsc(C(=O)N(c2ccccc2F)C(C(=O)NCc2ccc(F)cc2)c2ccc(O)cc2)c1N (stereo unspecified)

Screen / compound no.	11	12	13	14	15	16	17	18	19	20
A3A deaminase	0	-3	-5	-1	1	-3	-5	-4	-2	1
mIAP activ	1	1	1	1.1	1	0.97	1	0.9	1	1
MPTP inh	0.4	-0.9	1.0	4.7	-1.6	5.6	-1.3	x	0.5	0.6
hIAP inh	-2	22	2	-10	-2	12	5	8	11	0
APOBEC3G inh	-2	-4	-9	-6	-1	-5	-6	-6	-7	-2
hIAP activ	1	0.78	0.98	1.1	1	0.88	0.95	0.92	0.89	1
mIAP inh	-5	-1	-3	-8	-3	3	-4	10	-4	-1
beta cell repl	2	2	-4	-1	-2	-1	-2	-2	1	-1
NR3A LBD binder	2	-3	1	-1	-5	-2	0	x	3	-9

(21) Cc1ccc(C)c(N2CCN(CC3CCCCC3)CC2)c1
(22) CCC(C)N1C(=O)CCC1C(=O)NCc1ccc2c(c1)OCO2 (stereo unspecified)
(23) Cc1cccc(N2CCN(C(=O)c3cc(COc4ccc(F)c(F)c4)on3)CC2)n1
(24) COc1ccc2c(c1)-c1nc(/N=C/c3cccc(OC)c3O)sc1CC2
(25) CCNC(=O)c1ccc(NS(=O)(=O)c2ccc3[nH]c(=O)[nH]c3c2)cc1
(26) CCN(CC(=O)NCc1cccs1)S(=O)(=O)c1cc(NC(C)=O)ccc1OC
(27) COc1ccc(N/C=C/C(=O)c2sc(-c3ccccc3)nc2C)cc1
(28) Cc1cc(=O)[nH]c(SC(C(=O)O)c2ccccc2)n1 (stereo unspecified)
(29) COc1cccc(-c2cc(C(=O)N3CC4(C)CC3CC(C)(C)C4)no2)c1 (stereo unspecified)
(30) CCOC(=O)N1CCN(CC(O)COc2c(C)cc(C)cc2C)CC1 (stereo unspecified)

Screen / compound no.	21	22	23	24	25	26	27	28	29	30
A3A deaminase	-4	0	-2	-3	-1	-2	-6	1	5	-2
mIAP activ	1	1.2	0.89	0.85	0.97	1	1	0.98	0.99	0.95
MPTP inh	1.9	-1.6	1.5	-1.3	-1.6	0.5	0.6	-1.1	0.2	0.3
hIAP inh	0	-19	13	16	-4	10	1	-3	8	-8
APOBEC3G inh	1	-8	-6	-4	-3	-7	-7	2	-4	-6
hIAP activ	1	1.2	0.87	0.84	1	0.9	0.99	1	0.93	1.1
mIAP inh	0	-17	11	15	3	-3	-2	2	1	5
beta cell repl	-2	1	-5	-3	-3	2	-3	-2	-6	-3
NR3A LBD binder	2	3	1	-2	2	0	4	0	4	2

(31) Cn1c(O)c(N=NC(=O)CNC(=O)c2cccnc2)c2ccccc21
(32) CCn1c(NCc2ccccc2NS(=O)(=O)c2ccc(C)cc2)nc2ccccc21
(33) CCOc1ccc(C(=O)Nc2ccc3c(c2)OCO3)cc1OCC
(34) COc1cc(/C=N/NC(=O)c2ccncc2)cc2c1OCO2
(35) Nc1cc(=O)[nH]c(SCc2nnnn2-c2ccc(Cl)cc2)n1
(36) COc1ccc(S(=O)(=O)N2CCOCC2)cc1NC(=O)c1cccc(Cl)c1
(37) O=C1Cc2ccccc2C(c2ccccc2)N1 (stereo unspecified)
(38) Cc1ccc(S(=O)(=O)N2[C@@H](c3ccc(Cl)cc3)C(C(=O)O)=C[C@H]2C(C)(C)C)cc1
(39) CC(C)(C)NCC(O)COc1cccc2c1CCC(=O)N2 (stereo unspecified)
(40) Cc1cc(C)c(NC(=O)COC(=O)C2CCCO2)c(C)c1 (stereo unspecified)

Screen / compound no.	31	32	33	34	35	36	37	38	39	40
A3A deaminase	-3	0	-3	-3	-1	-1	-6	-3	2	0
mIAP activ	0.85	1.4	0.99	0.91	0.84	0.99	1	0.86	1	0.98
MPTP inh	-1.7	35	0.3	0.1	1.0	0.1	0.5	1.7	-0.5	-0.7
hIAP inh	18	-23	5	3	11	-7	24	13	-11	-12
APOBEC3G inh	-4	-3	25	-9	2	-4	-7	-4	-2	0
hIAP activ	0.82	1.2	0.95	0.97	0.89	1.1	0.76	0.87	1.1	1.1
mIAP inh	15	-42	1	9	16	1	-4	14	-4	2
beta cell repl	-2	0	5.5*	-1	0	-4	-1	-2	-1	-2
NR3A LBD binder	1	7	2	-1	7	1	-6	1	-3	-7

# Part of the list above in order of formula weight, lowest first.
(40) Cc1cc(C)c(NC(=O)COC(=O)C2CCCO2)c(C)c1 (stereo unspecified)
(39) CC(C)(C)NCC(O)COc1cccc2c1CCC(=O)N2 (stereo unspecified)
(36) COc1ccc(S(=O)(=O)N2CCOCC2)cc1NC(=O)c1cccc(Cl)c1
(32) CCn1c(NCc2ccccc2NS(=O)(=O)c2ccc(C)cc2)nc2ccccc21

Screen / compound no.	40	39	36	32
A3A deaminase	0	2	-1	0
mIAP activ	0.98	1	0.99	1.4
MPTP inh	-0.7	-0.5	0.1	35
hIAP inh	-12	-11	-7	-23
APOBEC3G inh	0	-2	-4	-3
hIAP activ	1.1	1.1	1.1	1.2
mIAP inh	2	-4	1	-42
beta cell repl	-2	-1	-4	0
NR3A LBD binder	-7	-3	1	7

# Next section.
(41) O=C(c1ccco1)C(O)c1ccco1 (stereo unspecified)
(42) C[C@@H]1CC=C[C@H]2[C@H]1C(=O)N(Cc1ccccc1)[C@H]2c1ccc(-c2cc3ccccc3s2)cc1F
(43) CCOC(=O)c1c(C)nn(-c2ncccc2NC(=O)NC(C)C)c1C
(44) CCOC(=O)CSc1nc(NC#N)nc(N(CC)CC)n1
(45) COc1cc2c(cc1OC)CN(c1ccc3ccccc3n1)CC2
(46) COc1ccc(/C=N/NC(=O)c2cccnc2)cc1O
(47) CC(=O)Nc1ccc(NC(=O)C(C)OC(=O)CCC2CCCC2)cc1 (stereo unspecified)
(48) Cn1cccc1CC(=O)N/N=C/c1ccco1
(49) C=CCn1c(COc2cccc3ccc(C)nc23)nnc1SCC(N)=O
(50) COc1ccc(C(=O)NCCS(=O)(=O)NCCc2ccccc2)cc1

Screen / compound no.	41	42	43	44	45	46	47	48	49	50
A3A deaminase	6	18	-4	2	2	1	28	3	-3	-5
mIAP activ	0.96	1.1	1	1	1	1	0.9	0.99	0.93	1.1
MPTP inh	-0.9	-2.0	1.0	3.9	-1.5	-0.1	-0.7	2.1	-0.3	0.7
hIAP inh	-3	-16	-7	5	-21	16	2	-6	-4	-12
APOBEC3G inh	-4	16	-1	-5	-7	-4	-4	2	-6	-10
hIAP activ	1	1.2	1.1	0.95	1.2	0.84	0.97	1.1	1	1.1
mIAP inh	4	-9	-4	-4	-3	0	10	1	7	-6
beta cell repl	1	-2	-2	-1	-2	-2	3	-2	1	-4
NR3A LBD binder	-2	1	-2	4	-1	1	x	-1	-1	1

(51) O=C(CCCc1c[nH]c2ccccc12)NCC1COc2ccccc2O1 (stereo unspecified)
(52) CC1C=CCC2C(=O)N(c3ccccc3OC(=O)c3ccco3)C(=O)C12 (stereo unspecified)
(53) Cc1cccc(NC(=O)c2cccc(Cn3cc(Br)c([N+](=O)[O-])n3)c2)c1C
(54) COc1ccc(SC[C@H](CC(C)C)N2CCN(C)CCC2=O)cc1
(55) Cc1cc(C)nc(NS(=O)(=O)c2ccc(NC(=O)c3ccc4c(c3)OCCO4)cc2)n1
(56) O=C(CCCCCn1c(=S)[nH]c2ccc(N3CCOCC3)cc2c1=O)NC1CCN(Cc2ccccc2)CC1
(57) CCOC(=O)C1(C)/C(=N/Nc2ccccc2Cl)C(=O)C(=O)N1c1ccccc1 (stereo unspecified)
(58) CCS(=O)(=O)Nc1cccc(C2=NN(S(=O)(=O)c3ccc(C)cc3)C(c3ccco3)C2)c1 (stereo unspecified)
(59) O=C(Cn1cnc2c(oc3ccccc32)c1=O)N1CCCc2ccccc21
(60) COc1ccc(C(=O)Oc2cc(N)n(S(=O)(=O)c3ccccc3)n2)cc1
(61) COc1ccc(C2=NN(C(=O)CSc3ncccn3)C(c3cccc(OC)c3OC)C2)cc1 (stereo unspecified)

Screen / compound no.	51	52	53	54	55	56	57	58	59	60	61
A3A deaminase	-2	1	-3	-2	-4	-3	-5	-3	-3	3	-2
mIAP activ	1.1	1.1	0.93	0.99	1	1.1	0.88	1	1	0.9	0.95
MPTP inh	-1.8	-0.5	-1.4	-2.3	-1.2	21	26	3.0	-0.1	-0.5	-1.5
hIAP inh	-1	8	9	6	-8	-5	18	-16	7	14	-12
APOBEC3G inh	-4	-7	-4	-6	-8	-11	1	-6	-4	-3	3
hIAP activ	1	0.92	0.91	0.94	1.1	1.1	0.82	1.2	0.93	0.86	1.1
mIAP inh	-13	-9	7	1	-3	-13	12	0	-1	10	5
beta cell repl	-1	4	-4	-4	-4	-1	-2	-2	-2	-3	2
NR3A LBD binder	-1	0	-8	-11	-1	-4	-4	-1	-3	1	-2

# Screening data: PubChem, Sanford-Burnham Center for Chemical Genomics
